# Source: PubChem
# MITF inh = human MITF inhibition, primary screen; actives 0.91% (n = 650,000); AlphaScreen MITF homodimerization, bead proximity signal; AID 1259374; inhibition, % at 2.6 µM; O75030; in the data active = inhibition above about 50%;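 note: 0% = vehicle wells with protein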
# TEAD-YAP block = TEAD-YAP interaction inhibition; actives 1.4% (n = 640,000); HEK-TIYL cells, TEAD-Gal4/YAP UAS-luciferase luminescence; inhibition, % at 9.12 µM; in the data active = inhibition above about 32%;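 note: 0% = median of test compound wells and 100% = reference inhibitor wells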
# GPR151 activ = activators of human GPR151; Q8TDV0; PathHunter beta-arrestin GPR151 cells, luminescence; activation, % at 11.2 µM; actives 1% (n = 650,000); AID 1508602; in the data active = activation above about 4.9%;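 note: 0% = median of compound wells and 100% = cells with positive control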
# FBW7 act = human FBW7 E3 ligase activation, primary screen; AlphaScreen FBW7–phospho-cyclin E peptide binding, activator screen; AID 1259310; actives 0.13% (n = 650,000); normalized activity (activation), % at 26.1 µM; in the data active = normalized activity above about 1.9%;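 note: purified mutant Fbw7 with reduced substrate affinity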
# Target sequence (Q969H0 whole entry, looked up): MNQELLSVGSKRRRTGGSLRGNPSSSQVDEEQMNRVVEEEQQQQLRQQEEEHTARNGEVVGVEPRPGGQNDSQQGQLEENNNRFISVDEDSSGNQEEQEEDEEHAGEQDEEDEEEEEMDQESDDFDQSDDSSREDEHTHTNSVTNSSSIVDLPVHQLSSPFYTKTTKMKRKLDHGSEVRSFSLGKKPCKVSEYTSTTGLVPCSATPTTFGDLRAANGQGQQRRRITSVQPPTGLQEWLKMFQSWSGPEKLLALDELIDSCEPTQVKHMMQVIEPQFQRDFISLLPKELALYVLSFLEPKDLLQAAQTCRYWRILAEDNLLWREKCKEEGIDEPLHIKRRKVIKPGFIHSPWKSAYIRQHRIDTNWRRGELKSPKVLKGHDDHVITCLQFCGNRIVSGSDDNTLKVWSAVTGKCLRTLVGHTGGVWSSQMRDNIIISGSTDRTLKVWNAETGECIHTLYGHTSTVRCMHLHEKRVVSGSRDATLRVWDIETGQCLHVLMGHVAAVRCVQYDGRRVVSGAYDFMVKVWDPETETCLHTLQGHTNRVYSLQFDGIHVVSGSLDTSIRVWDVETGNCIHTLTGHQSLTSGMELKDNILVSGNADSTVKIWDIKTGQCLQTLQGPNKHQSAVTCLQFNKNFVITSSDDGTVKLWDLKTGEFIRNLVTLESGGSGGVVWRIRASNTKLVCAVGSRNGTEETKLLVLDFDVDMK
# Starred values were filed as active, the others as inactive. An unsorted share of the library; overall some 3.4% were active at least once.
nr	Structure	MITF inh	TEAD-YAP block
1	COc1cc(N2C(=O)NC3CC2(C)Oc2ccc(Cl)cc23)cc(OC)c1OC (stereo not given)	7	9
2	CC1(C)OC(=O)C(=NNc2ccccc2)C(=O)O1	-8	-11
3	COc1ccc(N=C2SCC(=O)N2c2ccc(OC)cc2)cc1	-4	1
4	CCCCC(=O)Nc1ccc(N2CCOCC2)c2nonc12	2	-14
5	O=C(Nc1cccc2ccc(-n3cccc3)nc12)c1c(F)cccc1Cl	6	14
6	O=C(COC(=O)c1cc(=O)[nH]c(=O)[nH]1)Nc1ccc(Oc2ccccc2)cc1	-3	-3
7	COC(=O)CNC(=O)CC12CC3CC(CC(C3)C1)C2	-5	-4
8	Cc1ccc2nc(N3CCC(NCc4ccc5c(c4)OCO5)CC3)nc(C)c2c1	-12	3
9	COCC(=O)N(C)C(Cc1ccc(F)cc1)C1CCN(C2CCSC2)CC1 (stereo not given)	4	5
10	Cc1cc(=O)oc2cc(NC(=O)c3cc(Cl)ccc3[N+](=O)[O-])ccc12	11	-17
11	CCOc1ccccc1NC(=O)C(=O)NCC(C)O (stereo not given)	14	3
12	COc1ccc(C2CC(C(F)(F)F)n3ncc(C(=O)N4CCN(c5ccccc5OC)CC4)c3N2)cc1OC (stereo not given)	-8	-22

nr	GPR151 activ	FBW7 act
1	1.4	-0.1
2	0.4	0.0
3	-0.1	-0.2
4	1.1	0.2
5	-1.2	1.1
6	1.2	0.0
7	0.2	0.0
8	-0.7	0.2
9	1.3	-0.1
10	1.1	0.0
11	-0.2	0.1
12	-0.6	-0.2

# Quoted from the listing.
# COc1cc(N2C(=O)NC3CC2(C)Oc2ccc(Cl)cc23)cc(OC)c1OC (stereo not given) in FBW7 act is listed with -0.1
# CC1(C)OC(=O)C(=NNc2ccccc2)C(=O)O1 in FBW7 act is listed with 0.0
# COCC(=O)N(C)C(Cc1ccc(F)cc1)C1CCN(C2CCSC2)CC1 (stereo not given) in MITF inh is listed with 4
# COc1ccc(N=C2SCC(=O)N2c2ccc(OC)cc2)cc1 in MITF inh is listed with -4
# COC(=O)CNC(=O)CC12CC3CC(CC(C3)C1)C2 in TEAD-YAP block is listed with -4

# (further entries)
nr	Structure	MITF inh	TEAD-YAP block
13	Cc1ccc(N2NC(=O)/C(=C/c3ccc(F)cc3)C2=O)cc1Cl	10	8
14	COc1ccc(OC)c(NC(=O)c2cc(-c3ccc(CC(C)C)cc3)nc3ccccc23)c1	6	11
15	CC(C)(C)n1nc2c(c1NC(=O)c1cc(Cl)ccc1[N+](=O)[O-])CS(=O)C2 (stereo not given)	-6	3
16	CC1=C(C(=O)OC2CCCCCCC2)C(c2ccc([N+](=O)[O-])cc2)NC(=O)N1 (stereo not given)	-2	-19
17	O=C(Nc1ccc(F)cc1)N1CC=C(c2c[nH]c3ccccc23)CC1	-7	-3
18	CN(C)c1ccc(/C=C(\NC(=O)c2ccccc2)C(=O)NCc2cccnc2)cc1	16	2
19	O=C(Nc1nc2c(s1)C(=O)CC(C(=O)NCCCn1ccnc1)C2)c1cccc(F)c1 (stereo not given)	-1	-7
20	Cc1ccc(CN2C(=O)CCC2CCNCc2cccnc2)cc1F (stereo not given)	13	-9
21	O=C(OCC(=O)N1CCc2ccccc21)c1ncc(Cl)c(Cl)c1Cl	-5	-6
22	CCOCC(=O)Nc1ccc2c(c1)C(=O)NCCO2	3	-6
23	N#CC(C#N)=CNc1ccc([N+](=O)[O-])cc1	8	-1
24	Cc1ccc2[nH]c(=O)c(CC(=O)O)c(-c3ccccc3)c2c1	-12	0

nr	GPR151 activ	FBW7 act
13	0.1	0.1
14	-0.1	-0.1
15	-1.6	-0.1
16	0.4	-0.1
17	1.4	-0.1
18	-0.1	0.9
19	-4.6	-0.1
20	1.0	-0.1
21	-1.0	0.0
22	-0.1	0.0
23	0.9	-0.1
24	0.1	-0.1

# (more compounds)
nr	Structure	MITF inh	TEAD-YAP block
25	Cc1ccc(Cl)cc1NC1=NC(=S)N(C(C)C)C12CCCCC2	0	-7
26	COc1ccc(S(=O)(=O)CCC(=O)Nc2cc(Cl)ccc2C)cc1	22	-3
27	COc1cccc(-n2c(Cc3cc(=O)[nH]c(=O)[nH]3)nnc2SCc2cccnc2)c1	17	13
28	COc1ccc(/C=C/C(=O)Nc2ccc(C(N)=O)cc2)cc1	2	-7
29	Cc1cc2nc(-c3ccc(NC(=O)c4ccc(Cl)c([N+](=O)[O-])c4)cc3O)oc2cc1C	2	-10
30	CCOC(=O)C1CCN(/C=C2\C(=O)NC(=O)N(c3ccc(C)cc3)C2=O)CC1	8	-3
31	CC(=O)NC1=NC(=O)C(CC(=O)O)S1 (stereo not given)	12	0
32	CC(C)N(CCNC(=O)c1cccc(Nc2cnccn2)n1)C(C)C	7	0
33	CCOc1ccc(NC(=O)CC2C(=O)N(C)C(=S)N2Cc2ccc(OC)cc2)cc1 (stereo not given)	7	4
34	Cc1ccc(F)cc1NC(=O)C(Cc1ccc([N+](=O)[O-])cc1)N1C(=O)c2ccccc2C1=O (stereo not given)	-5	-2
35	C=CCn1c2cc(C)sc2c2cnn(CC(=O)NC(C)C)c(=O)c21	19	-1
36	O=C(Nc1ccc(Cl)cc1)N1CCC(n2nnc3ccccc32)CC1	21	-18

nr	GPR151 activ	FBW7 act
25	-1.1	0.1
26	1.6	0.2
27	1.5	0.5
28	1.3	0.0
29	-0.2	-0.1
30	-1.0	0.1
31	0.1	-0.9
32	-1.2	0.0
33	0.6	0.0
34	-1.5	-0.1
35	0.5	0.2
36	-0.5	0.6

# (next part)
nr	Structure	MITF inh	TEAD-YAP block
37	COc1cc(OC)c(NC(=O)c2sc3nc(C)nc(N4CCCCC4C)c3c2C)cc1Cl (stereo not given)	13	7
38	CCn1c(O)c(C=NCc2ccco2)c(=O)[nH]c1=S	-6	-4
39	Nc1nc(SCC(=O)Nc2nc(-c3ccc(-c4ccccc4)cc3)cs2)n[nH]1	15	-13
40	CCc1ccc(OCCCC(=O)Nc2ccc(C(=O)OC)cc2)cc1	-13	1
41	CC(=O)NCC1OCCc2ccccc21 (stereo not given)	-7	-3
42	NS(=O)(=O)c1ccc(NC(=S)Nc2ccc(F)cc2)cc1	9	1
43	O=C(Cn1nnc2ccccc2c1=O)N1CCc2ccccc2C1	-4	-4
44	CC1CCc2c(sc(NC(=O)c3ccccc3)c2C(=O)Nc2ccc(Cl)cc2)C1 (stereo not given)	-3	-5
45	CC(=O)N1CCC(N(C(=O)COCc2cccnc2)C2CC2)CC1	13	-8
46	Brc1ccc(-c2csc(-c3cc4c(ccc5ccccc54)oc3=Nc3ccccc3)n2)cc1	1	0
47	CCOc1ccccc1N(C)S(=O)(=O)c1ccc2[nH]cc(C(=O)N3CCCCC3C)c(=O)c2c1 (stereo not given)	12	7
48	CC1S/C(=N\N=C\c2ccc(O)c(O)c2)NC1=O (stereo not given)	31	-39

nr	GPR151 activ	FBW7 act
37	0.1	0.0
38	-0.7	-0.3
39	-1.9	0.0
40	-1.4	-0.1
41	-0.3	-0.1
42	-1.2	0.0
43	0.6	0.0
44	0.7	0.3
45	2.9	0.0
46	-0.1	0.2
47	-0.3	0.2
48	2.5	-0.2

# (further entries)
nr	Structure	MITF inh	TEAD-YAP block
49	CC(=O)Nc1ccc(NC=C2C(=O)OC(C)(C)OC2=O)cc1	8	-2
50	CCCCOc1ccc(NC(=O)c2ccc([N+](=O)[O-])cc2Cl)cc1	3	-4
51	O=c1[nH]c(N2CCCCC2)nc2sc3c(c12)CCCC3	-5	-24
52	COc1ccc(C2NC(c3ccc(OC)c(OC)c3)C(C)C(=NO)C2C)cc1OC (stereo not given)	3	-8
53	CC(NC(=O)c1ccco1)c1nnc2n1CCN(Cc1ccc3ccccc3c1)CC2 (stereo not given)	-8	4
54	COc1cccc(C(=O)N2CCc3cc(OC)c(OC)cc3C2COc2ccccc2OC)c1 (stereo not given)	22	13
55	O=C(Nc1ccc(-c2noc(-c3ccc(F)cc3)n2)cc1)c1cccs1	-1	-58
56	COc1cc2nc(CN3CCN(c4ccccc4Cl)CC3)nc(N)c2cc1OC	10	11
57	CCN1CCN(C2CC(=O)NC2=O)CC1 (stereo not given)	5	-3
58	Cc1cc(=O)[nH]c2ccc(O)cc12	-8	2
59	O=C(Cn1ncc2c(=O)oc3ccccc3c21)Nc1cc(F)ccc1F	2	0
60	O=[N+]([O-])c1ccc2[nH]c(O)c(N=Nc3ccc(S(=O)(=O)O)cc3)c2c1	60*	-8

nr	GPR151 activ	FBW7 act
49	1.0	0.0
50	1.5	-0.1
51	1.7	-0.1
52	-0.3	0.0
53	0.2	0.0
54	-0.9	0.3
55	-0.7	-0.1
56	-0.9	-0.1
57	2.0	-0.1
58	1.5	-0.1
59	0.4	-0.2
60	-0.9	-0.3

# More results:
nr	Structure	MITF inh	TEAD-YAP block
61	C/C=C(\C)CN[C@@H]1C[C@@H](C(=O)NC)N(Cc2ccccc2)C1	13	3
62	CCCn1ncc(C(=O)N2CCC(c3c(S(C)(=O)=O)cnc4ncnn34)CC2)c1C	-3	-2
63	Cc1cccc(OCC(=O)N/N=C\c2c(C)[nH]n(-c3ccccc3)c2=O)c1	-3	-4
64	CCOC(=O)C1CCN(C(=O)CN(c2cccc(F)c2)S(C)(=O)=O)CC1	0	9
65	CC(=O)Nc1ccc(C(=O)OCC(=O)Nc2cccc(S(N)(=O)=O)c2)cc1	4	3
66	O=S(=O)(NC1c2cccc3cccc(c23)C1Cl)c1ccccc1 (stereo not given)	12	10
67	COc1ccc(NC(=O)/C(=C/c2cccc([N+](=O)[O-])c2)NC(=O)c2ccccc2F)cc1Cl	19	0
68	COC(=O)C1=C(C)N(C2CCCCC2)C(=O)/C1=C\c1cccc(Cl)c1	-1	10
69	CN(C)S(=O)(=O)c1cccc(C(=O)NCc2ccco2)c1	-3	3
70	O=C(c1nccs1)C1CCN(C(=O)CSc2ccncc2)CC1	2	11
71	CCN(Cc1ccccc1)Cc1ccco1	42	2
72	CC(C(=O)O)N1N=C(c2ccccc2)Cn2c(cc3sccc32)C1=O (stereo not given)	-1	-3

nr	GPR151 activ	FBW7 act
61	-1.1	-0.1
62	-0.1	0.0
63	0.1	-0.1
64	2.3	-0.1
65	-0.2	0.1
66	0.2	0.1
67	0.4	0.1
68	0.7	0.0
69	1.5	0.0
70	0.1	0.2
71	1.2	0.1
72	-0.4	-0.1

# Additional records follow.
nr	Structure	MITF inh	TEAD-YAP block
73	O=c1c2ccccc2nc(SCc2cccc(Br)c2)n1CCc1ccccc1	2	-10
74	S=C(NCc1ccc2c(c1)OCO2)N1CCN(c2ccccn2)CC1	1	-9
75	CC1=CC(C)(C)N(C(=O)COc2nc3ccccc3s2)c2ccccc21	-9	-3
76	CC(Oc1ccc(Cl)cc1)C(=O)NCCCn1ccnc1 (stereo not given)	0	8
77	CC(C)N(CCNc1nc(-c2ccccc2)nc2c1ncn2-c1ccsc1)C(C)C	1	-2
78	COC(=O)C1=C(C)NC2=C(C(=O)CC(c3ccc4c(c3)OCO4)C2)C1c1ccc(Br)cc1 (stereo not given)	0	11
79	CC(C)N(C(=O)CSc1nc2ccccc2s1)c1ccccc1	-4	-4
80	COc1ccc(/C=C2\N=C(c3ccc(Cl)c(Cl)c3)OC2=O)cc1OC	6	-9
81	Cc1cc(C(=O)CCl)c(C)n1-c1ccc(S(N)(=O)=O)cc1	16	16
82	COCCn1c(COc2ccccc2)nc2ccccc21	-16	-17
83	N#CC1=C(N)N(c2ccc(Cl)c(Cl)c2)C(=O)C1	-15	4
84	c1ccc(CN2CCC(Nc3nc(N4CCC(N5CCOCC5)CC4)nc4c3ncn4-c3ccccc3)CC2)cc1	-5	7

nr	GPR151 activ	FBW7 act
73	3.1	-0.1
74	-1.8	-0.1
75	-1.2	0.0
76	-2.2	-0.4
77	-0.4	-0.1
78	0.6	0.1
79	0.1	-0.4
80	0.9	0.0
81	-2.2	0.7
82	0.8	-0.2
83	-0.3	0.1
84	1.9	-0.2

# Further results:
nr	Structure	MITF inh	TEAD-YAP block
85	Cn1cccc1/C=N/NC(=O)c1cc2ccccc2cc1O	-7	-17
86	C=CCNC(=O)CSc1nnc2c(n1)[nH]c1ccc(F)cc12	-2	-3
87	CC(C)(C)NC(=O)CN1C(=O)c2ccccc2S1(=O)=O	1	-7
88	COc1ccc(CNc2ccc3c(c2)OCO3)cc1Br	10	-10
89	COc1ccc2c(c1)OC(C)CN(C(=O)C1CCCCCN1C)C2 (stereo not given)	2	-3
90	Cc1ccc2c(CN3C(=O)NC4(CCCCC4C)C3=O)cc(=O)oc2c1C (stereo not given)	7	4
91	O=C(C1CCN(Cc2cccc3ccccc23)CC1)N1CCCCC1	19	0
92	O=C1OC(c2cccc(Cl)c2Cl)=N/C1=C/c1ccc(F)cc1	-2	4

nr	GPR151 activ	FBW7 act
85	0.1	-0.1
86	1.0	-0.1
87	1.9	-0.1
88	2.7	0.1
89	0.4	-0.1
90	0.6	0.0
91	0.6	-0.1
92	-1.0	0.1

# Shown with values under each structure: three of the compounds above.
# Each structure is followed by: MITF inh, TEAD-YAP block, GPR151 activ, FBW7 act
92) O=C1OC(c2cccc(Cl)c2Cl)=N/C1=C/c1ccc(F)cc1
    -2, 4, -1.0, 0.1
88) COc1ccc(CNc2ccc3c(c2)OCO3)cc1Br
    10, -10, 2.7, 0.1
91) O=C(C1CCN(Cc2cccc3ccccc23)CC1)N1CCCCC1
    19, 0, 0.6, -0.1
